PolyA inh = blocks polyadenylation in yeast reporter cells. S. cerevisiae SKY197-pL101 polyadenylation reporter, beta-gal luminescence; efflux-impaired pdr1/pdr3 knockout yeast; score 100 = 6 SD above DMSO. calls only at 12 µM. hit rate 0.02% among 300,000;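 active = lowest replicate activity score at least 50, where 100 means six control SD above control mean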;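 note: yeast exposed to compound for 9 h at 30 °C; higher score means more reporter readthrough which indicates perturbed polyadenylation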
DYRK1A inh = inhibitors of rat Dyrk1A kinase | Q63470 | ADP-Glo luminescence, NFATc1 peptide | inhibition, % at 12.5 µM | hit rate 0.43% among 310,000; in the data active = inhibition above about 50%;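 note: plate controls were vehicle with enzyme for no effect and no enzyme for full effect; many of its hits are not listed in these tables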
KCNQ1 pot = human KCNQ1 channel potentiation or activation. P51787. CHO-K1 KCNQ1, thallium flux FluxOR fluorescence; hits give high values. B-score at 10 µM. hit rate 0.35% among 310,000;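 active = fluorescence ratio B-score, a plate-corrected score, at least three library SD, with initial intensity B-score within 5 SD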
Target sequence (P51787 whole entry, looked up): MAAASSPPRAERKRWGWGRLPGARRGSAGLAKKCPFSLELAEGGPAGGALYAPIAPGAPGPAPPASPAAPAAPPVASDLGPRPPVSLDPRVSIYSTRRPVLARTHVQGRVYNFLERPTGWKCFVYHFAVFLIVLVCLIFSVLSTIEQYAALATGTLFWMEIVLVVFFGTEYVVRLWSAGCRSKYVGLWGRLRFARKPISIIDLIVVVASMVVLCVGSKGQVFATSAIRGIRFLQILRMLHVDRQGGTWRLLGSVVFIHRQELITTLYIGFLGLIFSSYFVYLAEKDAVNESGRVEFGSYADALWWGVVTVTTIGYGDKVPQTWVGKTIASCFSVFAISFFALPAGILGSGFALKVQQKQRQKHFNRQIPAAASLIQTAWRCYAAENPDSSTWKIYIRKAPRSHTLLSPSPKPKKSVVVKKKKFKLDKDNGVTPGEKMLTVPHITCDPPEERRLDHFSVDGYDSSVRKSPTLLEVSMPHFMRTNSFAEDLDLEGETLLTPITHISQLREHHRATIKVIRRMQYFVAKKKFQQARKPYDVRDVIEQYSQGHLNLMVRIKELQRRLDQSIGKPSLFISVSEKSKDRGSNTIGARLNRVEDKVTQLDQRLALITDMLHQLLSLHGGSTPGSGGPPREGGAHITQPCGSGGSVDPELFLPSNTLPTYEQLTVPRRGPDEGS
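Test system: CHO-K1 cells stably expressing KCNQ1 / Medium: assay buffer / Also added: depolarizing K+/Tl+ stimulus, K2SO4 and Tl2SO4 each 12.5 mM in 5x stock / Incubation: 90 min dye loading and 20 min compound exposure, both at room temperature / Signal: thallium influx via FluxOR fluorescence, kinetic imaging / Evaluation: B score of baseline-normalized fluorescence ratio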
KCNK3 inh = human KCNK3 channel inhibition, primary screen; CHO-KCNK3 thallium flux, FluxOR fluorescence; hits give low values; O14649; B-score at 10 µM; hit rate 0.84% among 340,000;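 active = B-score under library mean minus 4 SD, starting fluorescence ratio at most library mean plus 5 SD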;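 note: more negative B-score means stronger inhibition of thallium flux through KCNK3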
GSK3beta inhib = blocks human GSK3beta kinase activity | P49841 | GST-GSK3beta kinase, ADP-Glo luminescence, 60 min; hits give low values | activity score (negative = inhibition), % at 10 µM | hit rate 0.038% among 300,000;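 active = more than half of replicate wells score below -50%, meaning over 50% inhibition versus plate controls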;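 note: 0% = median DMSO wells and -100% = median GW8510 positive control wells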
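Assay system: GST-tagged human GSK3beta kinase, cell-free; Input: 1.6 ng GSK3beta; Medium: Tris/MgCl2 kinase buffer; Timing: 60 min enzyme reaction, room temperature; Signal: ADP-Glo luminescence quantifying ADP generated by kinase; Evaluation: score relative to plate controls; Benchmarks: DMSO neutral wells and GW8510 at 20 µM as positive.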
KCNK9 block = inhibitors of human KCNK9 two-pore domain potassium channel. HEK293 KCNK9, FluxOR thallium flux fluorescence; hits give low values. B-score at 10 µM. hit rate 1.2% among 310,000. AID 488922;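 active = ratio B-score over 3 SD below the library mean, with starting fluorescence within 5 SD of its mean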;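 note: negative B-score means less thallium flux so channel inhibition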
Target sequence (Q9NPC2 whole entry, looked up, the tested form may be a part): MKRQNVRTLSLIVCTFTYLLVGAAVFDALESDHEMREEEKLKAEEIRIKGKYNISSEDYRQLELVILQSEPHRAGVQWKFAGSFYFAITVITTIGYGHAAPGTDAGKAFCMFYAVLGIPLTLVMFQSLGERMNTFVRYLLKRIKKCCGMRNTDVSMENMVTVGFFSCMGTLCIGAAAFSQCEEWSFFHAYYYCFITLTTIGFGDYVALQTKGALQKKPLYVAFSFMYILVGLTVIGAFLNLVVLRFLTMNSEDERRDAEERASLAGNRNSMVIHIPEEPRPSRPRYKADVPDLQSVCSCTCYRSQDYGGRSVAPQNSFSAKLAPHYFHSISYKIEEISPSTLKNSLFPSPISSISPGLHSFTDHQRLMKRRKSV
hERG protect = hERG (human) protection from proarrhythmic block; Q12809; CHO-hERG, FluxOR thallium flux, dofetilide IC70 present; activation (rescue from dofetilide block), less the hit threshold, % at 10 µM; hit rate 0.51% among 310,000; AID 1511;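 active = activation above the mean of controls blocked by dofetilide plus 5 SD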;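 note: thallium influx through hERG after potassium depolarization seen as dye fluorescence rise; in these data hits start at about 4.7%; inactives centre near -7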
RGS4 pot = RGS4 potentiation or activation. AID 463111. HEK293 M3R/inducible RGS4, carbachol calcium flux Fluo4; hits give low values. hit rate 0.92% among 310,000. B-score at 10 µM;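 active = B-score of the integrated calcium signal more than 4 SD below the library mean, with starting fluorescence not abnormally high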;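 note: negative B-score means reduced calcium response which marks RGS4 activation or potentiation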
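Detection: kinetic calcium fluorescence imaging with Fluo4-AM dye, 2 µM / Material: HEK293 cells with stable M3R and inducible RGS4 / Schedule: recording 10 s baseline at 1 Hz, 100 s post-agonist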
GSK3 alpha inh = inhibitors of human GSK-3 alpha kinase | ADP-Glo luminescence, 60 min | inhibition, % at 10 µM | hit rate 0.1% among 320,000 | AID 2650;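 in the data active = inhibition above about 50%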;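 note: GST-tagged GSK-3 alpha with peptide substrate and 25 µM ATP; 0% = DMSO neutral wells and 100% = GW8510 positive control wells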
KCNQ1 block = inhibitors of human KCNQ1 potassium channel; P51787; CHO-K1 KCNQ1, FluxOR thallium flux fluorescence; hits give high values; B-score at 10 µM; hit rate 1.3% among 310,000; AID 2642;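 active = compounds whose thallium flux B-score, printed positive for inhibition, exceeds three library SD while starting fluorescence stays within three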;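 note: channel opened by potassium depolarization with thallium stimulus after 20 min compound exposure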
RGS4 block = inhibitors of human RGS4 | P49798 | HEK293 M3R/RGS4 inducible, Fluo-4 calcium flux; hits give high values; triggered by carbachol at its EC20 | B-score at 10 µM | hit rate 0.45% among 310,000 | AID 463165;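 active = B-score, a plate-corrected calcium signal, over three deviations above library mean, with baseline fluorescence within five deviations of library mean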;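 note: RGS4 expression induced by doxycycline in cells with stable M3 receptor; B-score is computed from the integrated fluorescence ratio over baseline after carbachol; higher B-score means a larger calcium signal and so more RGS4 inhibition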
An asterisk follows results filed as active; i = inactive; . = no result given; & = joins results of further samples; ! = not confirmed by another sample.

SMILES	PolyA inh	DYRK1A inh	KCNQ1 pot	KCNK3 inh	GSK3beta inhib	KCNK9 block	hERG protect	RGS4 pot	GSK3 alpha inh	KCNQ1 block	RGS4 block
COc1ccccc1C(=O)Nc1ccc(C(=O)O)cc1	i	-1.5	i	i	2.6	i	-0.7	i	0.4	i	i
CN(Cc1ccccc1)C(=O)C1CCCN(c2ncnc3c2nc2n3CCCCC2)C1 (stereo not drawn)	i	-1.3	i	i	-0.8	i	-11.9	i	1.0	i	i
COc1ccccc1N1CCN(C(=O)C2CCN(S(=O)(=O)c3ccc4c(c3)CC(C)N4C(=O)C3CC3)CC2)CC1 (stereo not drawn)	i	-2.1	i	i	-21.3	i	-12.0	i	2.3	i	i
Cc1ccc(Cl)cc1NC1=C/C(=N\S(=O)(=O)c2cccs2)c2ccccc2C1=O	i	1.7&11.1	i	-10.1*!	-2.6	-8.31*	-2.0	i	2.2	i	i
COc1ccc(NC(=O)c2cc(S(=O)(=O)N3CCc4ccccc43)cn2C)cc1OC	i	3.5	i	i	-2.7	i	-10.5	i	-0.1	i	i
C/C(CC(C)C)=N/Nc1ccc([N+](=O)[O-])cc1[N+](=O)[O-]	i	8.5	i	i	-2.3	i	-3.9	i	-2.2	i	i
CCn1ncc(CN2CCCC(C(=O)c3cccc(OC(C)C)c3)C2)c1C (stereo not drawn)	i	-0.9	i	i	-4.8	i	-8.5	-10.4*	-1.1	i	i
CCOc1cc(/C=N\Nc2nc(Nc3ccccc3)nc(N3CCOCC3)n2)ccc1OC(=O)c1ccco1	.	-0.4	i	i	1.4	i	-9.4	i	0.6	i	i
OCCCNc1nc(-c2ccccc2)nc2c1oc1ccccc12	i	.	i	i	-13.3	i	-3.6	i	1.1	i	i
COc1ccccc1C(=O)NC(=O)CSc1nc(C)cs1	i	4.0	i	i	1.1	i	-8.0	i	1.3	i	i
CC(=O)c1ccc(NC(=O)CS(=O)(=O)c2cn(CC(=O)N3CCOCC3)c3ccccc23)cc1	i	3.7	i	i	3.8	i	-9.5	i	2.7	i	i
COc1ccc(CCNC(=O)CCn2c(=O)oc3ccccc32)cc1OC	i	-1.1	i	i	1.3	i	-9.3	i	-1.5	i	i
C=CCn1c(C(c2ccccc2)c2ccccc2)n[nH]c1=S	i	-1.4	i	i	0.6	i	-4.0	i	-0.7	i	i
CC(C)(C)c1csc(NC(=O)Cc2cccs2)n1	i	2.6	i	i	1.8	i	-10.4	i	-1.2	i	i
C=CCNC(=O)CN1C(=O)C2C3c4ccccc4C(c4ccccc43)C2C1=O (stereo not drawn)	i	0.3	i	i	3.5	i	-8.2	i	-1.9	i	i
O=C(CCNC(=O)c1ccccc1Cl)NCCc1ccc(Cl)cc1	i	-2.2	i	i	4.2	i	-2.4	i	-4.7	i	i
CCCOc1ccc(-c2nc(C#N)c(NCCCn3ccnc3)o2)cc1	i	5.9	i	i	-2.1	i	-5.8	i	2.2	i	i
C(=N\n1cnnc1)/c1ccc2ncccc2c1	i	36.0	i	i	0.6	i	-11.6	i	0.4	i	i
CC(=O)c1c(C)[nH]c(C(=O)COc2ccc3ccc(=O)oc3c2)c1C	i	8.5	i	i	-0.5	i	-5.8	i	-1.7	i	i
O=C(NCc1ccccc1)N1CCNCC1	.	11.2	i	i	0.8	i	-10.7	i	-2.4	i	i
O=C(Nc1ccccc1)c1ccc2snnc2c1	i	0.1	i	i	1.5	i	-10.0	i	-2.3	i	i
O=C(Nc1ccc2c(c1)OCO2)c1c(Cl)nc2sccn12	i	9.6	i	i	1.9	i	-4.0	i	0.3	i	i
Cc1ccccc1OCC(=O)Nc1sc2c(c1C#N)CC(C)(C)NC2(C)C	i	-4.4	i	i	-0.5	i	-5.9	i	0.1	i	i
O=C(CN1CCN(Cc2ccccc2)CC1)Nc1ccccc1	i	-1.1	i	i	-0.8	i	-6.8	i	-1.5	i	i
O=S(Cc1ccccc1)CC(O)(c1ccccc1)c1ccccc1 (stereo not drawn)	i	-7.9	i	i	3.3	i	-9.4	i	-0.3	i	i

New compounds follow.
SMILES	PolyA inh	DYRK1A inh	KCNQ1 pot	KCNK3 inh	GSK3beta inhib	KCNK9 block	hERG protect	RGS4 pot	GSK3 alpha inh	KCNQ1 block	RGS4 block
CCCCNC(=O)c1onc(CSc2cccc(Cl)c2)c1C(=O)O	i	-3.5	i	i	4.5	i	-7.2	i	-5.5	i	i
CCNc1nc(NCC)nc(N/N=C/c2cc(OC)c(OC)c(OC)c2)n1	i	0.2	i	i	-3.1	i	-8.7	i	-4.0	i	i
CCN(CC)C(=O)Oc1c(Cl)cc(Cl)c2cccnc12	i	-6.1	i	i	-1.3	i	-1.1	i	-2.1	i	i
CCOc1ccc(CNC(=O)CCCOc2cc(=O)n(C)c3ccccc23)cc1	i	0.6	i	i	3.0	i	-16.7	i	0.0	i	i
CCC(=O)NCCc1nc2cc(NC(=O)COc3ccccc3)ccc2n1C	i	-0.6	i	i	1.8	i	-1.8	i	-2.0	i	i
Cc1cc(CNC(=O)COC(=O)c2ccc(Cl)c(N)c2)cc(C)c1O	i	5.4	i	i	-0.4	i	-8.9	i	0.3	i	i
CCN1C=C(Cc2cccs2)C2=C(C1)C(c1cccs1)C(C#N)=C(N)O2 (stereo not drawn)	i	-0.3	i	-8.99*	-1.2	-7.42*	-24.4	i	-0.6	i	i
CCN(CC)CCOc1ccc2c(c1)C(=NO)c1cc(OCCN(CC)CC)ccc1-2	i	.	i	i	-1.6	i	-11.1	i	-3.7	i	i
S=c1sc(SCCOc2ccccc2)nn1-c1ccccc1	i	-7.4	i	i	0.6	i	-8.2	i	-2.5	i	i
CCN1C(=O)N(C)[C@@H](c2ccccc2)C(C(=O)OC)=C1C	i	.	i	i	3.0	i	-3.1	i	-2.3	i	i
Cc1cccc(C=Nc2ccc3c4c(cccc24)CC3)c1O	i	1.6	i	i	-0.5	i	-10.6	i	-1.7	i	i
CC(NS(=O)(=O)c1ccc2c(c1)oc(=O)n2C)c1ccccc1 (stereo not drawn)	i	1.4	i	i	-1.4	i	-14.0	i	-1.0	i	i
O=C(Nc1ccc(Cl)cc1)c1csc(-c2ccncc2)n1	i	50.8*	i	i	-4.3	i	-7.2	i	-1.4	i	i
CN(C)CCCNC(=O)c1cc(C(=O)C2CCCCC2)c[nH]1	i	.	i	i	-0.4	i	-10.3	i	1.1	i	i
COc1ccc(Cn2c(SCc3cc(C)ccc3C)nc3cc(OC)c(OC)cc3c2=N)cc1	i	-1.0	i	i	1.0	i	-15.2	i	-2.3	i	i
CCC1=C(OC(=O)N(CC)CC)N2C(=O)OC(=NCC(=O)OC)[C@]2(C)[C@H]2C1=CC[C@H]1C(=O)N(CC(=O)OC)C(=O)[C@H]12	i	2.7	i	i	5.3	i	-12.7	i	0.0	i	i
COC(CNC(=O)c1cc(Sc2nnc(C)s2)nc2ccccc12)OC	i	0.1	i	i	1.6	i	-3.5	i	-3.3	i	i
CCC(=O)Nc1sc(C(=O)OC)c(C)c1C(=O)OC	i	-3.4	i	i	2.2	i	-7.5	i	-0.9	i	i
Fc1cc(F)c2nc(N3CCOCC3)sc2c1	i	-4.0	i	i	-5.0	i	-5.5	i	.	i	i
CCN(CC)S(=O)(=O)c1ccc(S(=O)(=O)N2CCCC2C(=O)O)cc1 (stereo not drawn)	i	-6.8	i	i	.	i	-10.2	i	-2.3	i	i
Cc1ccc(N2CCN(c3ccc(C)cc3)C(CC(=O)O)C2=O)cc1 (stereo not drawn)	i	3.8	i	i	1.5	i	-3.8	i	-0.6	i	i
Cc1ccc(S(=O)(=O)N2CCN(C(=O)c3ccccc3)C2)cc1[N+](=O)[O-]	i	2.2	i	i	-0.5	i	-5.5	i	-1.1	i	i
CCOc1ccc(C(=O)NCC(=O)OCC(=O)N2CCC(C)CC2)cc1	i	11.7	i	i	1.1	i	-6.8	i	-0.9	i	i
COc1ccc(NC(=O)c2cc(C)no2)cc1Cl	i	-3.4	i	i	0.9	i	-6.2	i	-1.6	i	i
O=C(O)C1OC2OC3(CCCCC3)OC2C2OC3(CCCCC3)OC12 (stereo not drawn)	i	-1.2	i	i	2.3	i	-1.8	i	0.2	i	i

(cont.)
SMILES	PolyA inh	DYRK1A inh	KCNQ1 pot	KCNK3 inh	GSK3beta inhib	KCNK9 block	hERG protect	RGS4 pot	GSK3 alpha inh	KCNQ1 block	RGS4 block
CCCCOc1ccc(/C=N/Nc2cc(N3CCOCC3)nc(C)n2)cc1	i	4.1	i	i	-0.7	i	-12.5	i	-1.3	i	i
CCCc1cc(=O)n2c([nH]c3ccccc32)c1C#N	i	5.1	i	i	3.1	i	-2.3	i	3.3	i	i
Cc1ccc(CSc2nnc(-c3ccc(NS(=O)(=O)c4ccccc4)cc3)o2)cc1	i	-8.6	i	i	7.0	i	-12.7	i	-1.3	i	i
Nc1nc(F)nc2c1ncn2[C@@H]1O[C@H](CO)[C@@H](O)[C@H]1O	i	23.2	i	i	1.2	i	-9.2	i	-1.8	i	10.9*
O=C(NNC(=O)C1CCN(c2ncccn2)CC1)c1ccncc1	i	-1.5	i	i	0.9	i	-2.3	i	-1.5	i	i
CC(=O)N[C@H]1C[C@@H]1c1ccccc1	i	2.1	i	i	0.4	i	-2.5	i	-2.6	i	i
CCOC(=O)Nc1csnn1	i	-6.1	i	i	1.2	i	-7.8	i	.	i	i
O=C(NC1CCN(Cc2ccccc2)CC1)c1ccc2c(c1)[nH]c(=O)n2Cc1ccc(F)cc1	i	2.5	i	i	-0.9	i	-16.6	i	-0.8	i	i
COc1ccc(-c2nc(C#N)c(N3CCOCC3)o2)cc1OC	i	1.9	i	i	2.3	i	-7.2	i	1.4	i	i
O=C(COc1cccc2cccnc12)N/N=C/c1cccn1-c1ccc(F)cc1	i	45.7	i	-8.71*	0.7	i	-21.5	i	-0.7	i	i
COC(=O)CN(c1cc(Cl)ccc1OC)S(=O)(=O)c1ccc(C)cc1	i	-8.4	i	i	1.9	i	-7.9	i	-1.2	i	i
COc1ccc(N2CCN(CCCNC(=O)Cn3c(=O)c4cccn4c4cccnc43)CC2)cc1	i	-3.8	i	i	-1.5	i	-3.4	i	-2.1	i	i

Screening data as filed in PubChem.

A portion of the library; the hit share may differ from the screen's.
